Source: PubChem BioAssay
NLRP3 yeast inh: inhibitors of NALP3 inflammasome in yeast | Yeast reconstituted NLRP3/ASC/caspase-1, beta-gal luminescence, 24 h | inhibition, % at 10 µM | 330,000 tested, 0.39% active;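 active means inhibition of 50% or more; inactive means inhibition below 50%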;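 further: plate controls were induced DMSO wells for no effect and uninduced yeast grown without galactose for full effect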
APJ agonist: APJ receptor agonism | P35414 | CHO-K1 APJ PathHunter beta-arrestin, luminescence; 0% DMSO wells, 100% apelin | activation, % at 20 µM | 330,000 tested, 0.11% active;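 active means activation more than six SD over the plate average, tested at 20 µM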;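 further: 0% = DMSO alone and 100% = apelin-13 at 10 nM; some results filed as inactive read as strong as hits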
Target sequence (P35414 whole entry, looked up): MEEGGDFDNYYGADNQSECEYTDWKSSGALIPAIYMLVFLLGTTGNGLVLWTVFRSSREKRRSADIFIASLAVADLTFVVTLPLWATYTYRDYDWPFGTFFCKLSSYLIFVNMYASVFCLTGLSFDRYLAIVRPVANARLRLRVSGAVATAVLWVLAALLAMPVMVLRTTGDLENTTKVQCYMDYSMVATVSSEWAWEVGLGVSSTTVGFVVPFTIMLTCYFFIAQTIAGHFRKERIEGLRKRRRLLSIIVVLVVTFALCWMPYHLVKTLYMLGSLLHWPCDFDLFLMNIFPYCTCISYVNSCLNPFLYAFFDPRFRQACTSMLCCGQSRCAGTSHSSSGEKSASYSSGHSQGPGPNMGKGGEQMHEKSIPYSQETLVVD
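Material: engineered CHO-K1 APJ arrestin reporter cells; amount: 1000 CHO-K1 reporter cells seeded per well; incubation: compound stimulation 90 min at 25 °C, detection 60 min; signal: luminescent beta-gal fragment complementation, chemiluminescent substrate; read-out basis: APJ agonist activity; controls: DMSO-only wells as negative, 10 nM Apelin-13 as positive control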
beta cell repl: MIN6 beta-cell proliferation induction | MIN6 cells proliferation, ATPlite luminescence, 48 h; cells starved in 0.2% serum; 100% = growth in 10% serum | proliferation, % at 10 µM | 330,000 tested, 0.29% active;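 active means compounds whose signal lies at least 3.5 SD above the mean of all wells on their plate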;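 further: 0% = DMSO-treated cells in low-serum medium and 100% = 10% serum control; some compounds called inactive have numbers as strong as hits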
MPTP block: blocks calcium-induced mitochondrial swelling; inhibition, % at 10 µM; isolated mouse mitochondria, Ca2+ swelling absorbance, 30 min; 360,000 tested, 1.4% active;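 active means inhibition of 50% or more, scaled per plate between neutral and stimulator controls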;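 further: 0% = DMSO wells given calcium and 100% = 1 mM EGTA wells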
tim23-1 inh: tim23-1 yeast growth inhibition; S. cerevisiae tim23-1 growth, BacTiter-Glo luminescence, 24 h; inhibition, % at 20 µM; 330,000 tested, 1.3% active;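 active means growth inhibition of the mutant yeast at or above 50%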;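 further: temperature-sensitive mutant grown at 25 °C; plate controls were DMSO-treated mutant yeast for no effect and medium wells lacking yeast for full effect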
APJ antagonist: APJ receptor antagonism; CHO-K1 APJ beta-arrestin complementation, luminescence; inhibition, % at 20 µM; 330,000 tested, 0.32% active; AID 2521;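 active means inhibition above about 40% at 20 µM, limit read from the data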;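 further: cells challenged with 10 nM apelin-13 agonist together with compound; plate controls were apelin-13 plus DMSO wells for no effect and DMSO wells lacking apelin-13 for full effect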
GRIN3A LBD mod: NR3A (human) ligand-binding domain modulation. NR3A LBD differential scanning fluorimetry, Tm shift; 0% = protein alone, 100% = glycine-bound protein. Tm shift relative to glycine control, % at 25 µM. 340,000 tested, 2.5% active;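 active means melting temperature shift of at least 10% of the positive control shift, at one fixed dose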
tim10-1 inh: inhibits growth of tim10-1 mutant yeast; inhibition, % at 20 µM; S. cerevisiae tim10-1 ts strain growth, BacTiter-Glo, 24 h; 330,000 tested, 2.2% active;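 active means inhibition of at least 40%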;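 further: mutant grown at 25 °C; 0% = DMSO wells with yeast and 100% = wells holding no yeast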
TIM10 inh: TIM10 yeast growth inhibition; S. cerevisiae TIM10 strain growth, BacTiter-Glo luminescence, 24 h; inhibition, % at 10 µM; 330,000 tested, 1.4% active;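 active means inhibition of 40% or more at the single tested concentration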;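 further: wild-type TIM10 isogenic control strain grown at permissive 25 °C; 0% = DMSO yeast wells and 100% = minimal medium wells without yeast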
The depositor's hits bear a star; nt = not tested or not shown.

SMILES	NLRP3 yeast inh	APJ agonist	beta cell repl	MPTP block	tim23-1 inh	APJ antagonist	GRIN3A LBD mod	tim10-1 inh	TIM10 inh
O=C(NCC1CCCO1)c1cccc(S(=O)(=O)Nc2ccc(F)cc2)c1 (stereo unspecified)	18	-3	-1	-1.0	-1	3	1	-13	-4
COc1ccc2cc(C#N)c(Nc3cccc(F)c3)nc2c1	-9	5	4	1.1	-10	3	1	15	-27
CCc1ccc(-c2nc(C(N)=O)c3[nH]c(=O)n(-c4ccccc4OC)c3n2)cc1	5	1	0	-0.7	-16	-8	1	-11	4
Cc1csc(=S)n1-c1ccccc1	-12	-3	-4	0.0	10	-2	0	8	-7
Cc1nn(CC(=O)NC2CCS(=O)(=O)C2)c(C)c1[N+](=O)[O-] (stereo unspecified)	-5	0	-2	-1.9	-7	8	0	-14	-13
Cc1ccc2c(CN3C(=O)NC4(CCCCC4)C3=O)cc(=O)oc2c1C	8	-1	-5	-2.6	17	31	0	11	-2
CCN1/C(=C2/SC(=S)N(NC(C)=O)C2=O)Sc2ccccc21	8	-4	0	1.0	5	-3	-1	-5	-2
Cc1ccc(C(=O)Nc2ccccc2N2CCCCC2)cc1	18	-3	-4	-0.4	26	-16	2	22	9
COc1ccccc1C(=O)N(Cc1nc(-c2ccc(Cl)cc2)no1)C(C)C	22	-4	-3	0.0	27	5	-1	27	4
NS(=O)(=O)c1ccc(CNc2ncnc3sccc23)cc1	11	0	0	-0.9	-6	12	-4	-10	2
CC(OC(=O)c1cc[n+]([O-])cc1)C(=O)Nc1ccc(Cl)cn1 (stereo unspecified)	7	-2	0	-4.9	6	-21	1	1	6
CCC(C)(C)NC(=O)/C=C/c1cnc2ccccc2n1	7	-4	-1	-1.2	10	13	-1	19	3
CN(C(=O)COC(=O)CNC(=O)c1ccccc1Cl)c1ccccc1	11	-2	-2	0.9	28	15	-1	21	-19
O=c1c(Cl)c(NCCO)ncn1-c1ccccc1	-2	-1	3	-1.3	-4	7	0	10	-19
Cc1cc(C(=O)NNC(=O)C(C)NS(=O)(=O)c2ccccc2F)c(C)o1 (stereo unspecified)	9	-2	-3	0.3	-9	10	1	-14	-4
Cc1cc(O)ccc1Nc1nc(-c2cccnc2)cs1	9	0	-5	0.1	6	-14	0	6	9
O=C(NCCC1=CCCCC1)C1CCN(c2nnc(-n3cccc3)s2)CC1	32	-2	-4	-2.5	20	-19	3	22	17
CCOc1ccccc1C1CC(c2cccs2)=NN1S(C)(=O)=O (stereo unspecified)	3	-3	0	2.0	20	10	1	18	11
CCOC(=O)C1=C(N)Oc2cc(O)ccc2C1c1cccc(Cl)c1 (stereo unspecified)	2	0	-5	4.4	38	-1	13*	23	19
Cc1ccccc1OCC(=O)N/N=C/c1c(C)nn(-c2ccccc2)c1Cl	-2	-4	-2	-0.2	13	5	-13	8	27
O=c1[nH]c(SCc2ccccc2)nc2c1sc1ccccc12	19	-3	1	1.2	1	-3	-1	9	-14
COc1cc2sc(C)nc2cc1C	0	-1	-1	0.3	9	21	-1	13	-4
CC(C)N(C)CCOC(=O)c1ccc2c(c1)OCCO2	5	-2	1	-1.3	-5	6	1	9	-6
CC(SC(=S)N1CCCC1)C(=O)O (stereo unspecified)	2	-3	2	-0.3	-9	1	-1	1	12
O=C1CCCc2c1cc(C(=O)O)c(=O)n2-c1ccccc1	15	-1	3	-1.3	12	0	0	15	-17
CCOC(=O)N1CCN(S(=O)(=O)N2CCCC(C(=O)NCCCN3CCCCC3)C2)CC1 (stereo unspecified)	0	-1	-3	0.6	9	-7	-4	17	4
CC(=C/c1ccccc1)/C=N/Nc1nc(N2CCCCC2)nc(N2CCCCC2)n1	-1	0	0	3.5	19	20	-16	11	4
COc1ccc(C(=O)c2ccc(OC)c(N)c2)cc1N	12	1	-4	-0.6	14	-8	5	9	8
COc1ccc(C(=O)Nc2cc(OC)nc(OC)n2)cc1	19	0	-2	1.2	7	6	2	4	6
Cn1c(CSc2nc3ccccc3s2)nnc1SCC(=O)NCc1ccccn1	2	-3	0	-2.0	4	1	1	9	0
CC(C)(C)NC(=O)CSc1nc(-c2ccc(F)cc2)cs1	18	-4	-3	1.5	77*	4	-1	15	3
COC(=O)CN=Cc1c(O)n(-c2ccc(Cl)cn2)c(=O)c2ccccc12	6	0	-2	0.5	10	-24	-3	15	-4
CC(C)c1ccc(OCC(=O)N(c2ccccn2)C2CCCCC2)cc1	6	-1	0	0.1	47	-5	3	11	18
O=C(NC1CCCC1)C(c1ccccn1)N(C(=O)c1csnn1)c1ccccc1F (stereo unspecified)	16	-3	5	1.1	4	16	-2	-3	13
Clc1ccc(-c2cn3cccnc3n2)cc1Cl	-6	2	-2	-2.6	54*	-4	-2	19	22
CN(C)c1nc(N)nc(/C(C#N)=C/C2CC3C=CC2C3)n1 (stereo unspecified)	-6	0	-2	-2.9	33	8	1	35	37
Cc1cc(NC(=O)c2cccc(N3C(=O)CCC3=O)c2)no1	16	0	0	-0.6	11	4	-1	-2	5
CN(C)CCCNC1=CC(=O)OC12CCCCC2	10	-4	2	-5.1	-10	28	0	1	-3
CC(=O)Nc1ccc(/C(C)=N\NC(=O)c2ccc(-c3ccccc3)cc2)cc1	2	1	-3	nt	-14	10	nt	9	-13
COc1cc(CNc2nc(C)c([N+](=O)[O-])c(C)c2C#N)cc(OC)c1	25	0	-1	14	4	-18	-5	6	-32
Cc1nn(-c2nc3ccccc3[nH]2)c(N)c1-c1ccc(Cl)cc1	15	-6	-6	2.4	9	46*	5	35	17
CCOC(=O)N1CCN(c2cc(C)nc3nc(C)nn23)CC1	5	-2	-3	-2.0	11	1	2	8	3
Cc1cc(C(F)F)n2nc(C(=O)Nc3ccccc3F)nc2n1	23	0	1	0.8	-4	-7	0	-20	64*
O=C1C2C3C=CC(C2C(=O)N1c1cccc(O)c1)C1C2C(=O)N(c4cccc(O)c4)C(=O)C2C31 (stereo unspecified)	18	-3	2	-2.9	8	3	1	0	-1
CCOc1ccc(/C=C2\SC(=S)N(C(C(=O)O)c3ccccc3)C2=O)cc1OC (stereo unspecified)	2	-3	-4	3.1	19	21	0	-3	-1
Cc1ccc2[nH]cc(C(=O)CN3CCC4(CC3)OCCO4)c2c1	15	-1	0	0.2	11	-3	2	9	3
O=[N+]([O-])c1ccc(N2CCCCC2)nc1	0	0	1	-0.1	24	19	0	10	-3
COC(=O)c1cc(NC(=O)COC(=O)C2COc3ccccc3O2)cc(C(=O)OC)c1 (stereo unspecified)	3	0	0	-0.4	20	-5	-5	19	8

2 entries drawn at random from the list so far:
SMILES	NLRP3 yeast inh	APJ agonist	beta cell repl	MPTP block	tim23-1 inh	APJ antagonist	GRIN3A LBD mod	tim10-1 inh	TIM10 inh
Cc1ccc2[nH]cc(C(=O)CN3CCC4(CC3)OCCO4)c2c1	15	-1	0	0.2	11	-3	2	9	3
COc1cc(CNc2nc(C)c([N+](=O)[O-])c(C)c2C#N)cc(OC)c1	25	0	-1	14	4	-18	-5	6	-32

Next records:
SMILES	NLRP3 yeast inh	APJ agonist	beta cell repl	MPTP block	tim23-1 inh	APJ antagonist	GRIN3A LBD mod	tim10-1 inh	TIM10 inh
CCOc1ccccc1NC(=O)c1oc2ccccc2c1NC(=O)C1CCCO1 (stereo unspecified)	16	-2	-2	1.1	20	-5	-1	13	28
COc1cc(C(=O)Nc2c(C)cc(C)cc2C)c([N+](=O)[O-])cc1OC	11	-3	-1	-2.1	2	4	-9	0	2
O=C(c1ccoc1)N1CCC2(CC1)Oc1ccc(F)cc1C(=O)C21CC(c2cccnc2)=NO1 (stereo unspecified)	2	4	-5	0.2	10	9	1	13	15
CC1=C(C(=O)OC2CCC(C)CC2)C(c2ccc(O)c([N+](=O)[O-])c2)NC(=O)N1 (stereo unspecified)	11	-5	-1	0.2	16	9	1	12	6
O=c1cc(CO)oc2ccccc12	23	-2	-3	-2.0	2	7	-4	-6	-7
COc1cc(-c2cc3nc(C)c(C)c(=O)n3[nH]2)cc(OC)c1OC	9	5	-3	-0.4	-6	-8	0	-17	0
CCn1cc(C(=O)NC2CCCc3c2cnn3-c2cccc(C)c2C)cn1 (stereo unspecified)	10	2	-7	87*	8	0	nt	15	3
CCc1ccc(S(=O)(=O)N2CCN(Cc3ccco3)CC2)cc1	31	0	-1	2.1	14	12	-3	20	3
COc1cc(C(=O)NCc2nnc(SCC(=O)c3ccccc3)o2)cc(OC)c1OC	5	-3	1	-1.6	1	16	0	8	1
Cc1ccc(C(=O)Nc2ccncc2)c(Cl)c1	23	0	-2	7.1	7	6	0	0	-7
[O-]/[N+](=C\c1ccco1)c1ccc(Cl)cc1	-1	-1	-1	0.4	13	-9	-2	13	1
Cc1ccc(S(=O)(=O)N2CCOCC2)cc1C(=O)OCC(=O)N1CCCCC1	4	-2	1	-1.6	11	-6	-2	7	-2
Cc1cccc(-c2nnc(SCC(=O)C(C)(C)C)n2C)c1	4	-7	-3	0.6	9	-1	1	3	0
CC1(C)C2CC=C(/C=N/NC(=O)C(N)=O)C1C2 (stereo unspecified)	3	2	0	0.6	6	5	-1	-4	2

Structures from the list above that have four or more nitrogen atoms (15):
SMILES	NLRP3 yeast inh	APJ agonist	beta cell repl	MPTP block	tim23-1 inh	APJ antagonist	GRIN3A LBD mod	tim10-1 inh	TIM10 inh
CCc1ccc(-c2nc(C(N)=O)c3[nH]c(=O)n(-c4ccccc4OC)c3n2)cc1	5	1	0	-0.7	-16	-8	1	-11	4
Cc1nn(CC(=O)NC2CCS(=O)(=O)C2)c(C)c1[N+](=O)[O-] (stereo unspecified)	-5	0	-2	-1.9	-7	8	0	-14	-13
NS(=O)(=O)c1ccc(CNc2ncnc3sccc23)cc1	11	0	0	-0.9	-6	12	-4	-10	2
O=C(NCCC1=CCCCC1)C1CCN(c2nnc(-n3cccc3)s2)CC1	32	-2	-4	-2.5	20	-19	3	22	17
Cc1ccccc1OCC(=O)N/N=C/c1c(C)nn(-c2ccccc2)c1Cl	-2	-4	-2	-0.2	13	5	-13	8	27
CCOC(=O)N1CCN(S(=O)(=O)N2CCCC(C(=O)NCCCN3CCCCC3)C2)CC1 (stereo unspecified)	0	-1	-3	0.6	9	-7	-4	17	4
CC(=C/c1ccccc1)/C=N/Nc1nc(N2CCCCC2)nc(N2CCCCC2)n1	-1	0	0	3.5	19	20	-16	11	4
Cn1c(CSc2nc3ccccc3s2)nnc1SCC(=O)NCc1ccccn1	2	-3	0	-2.0	4	1	1	9	0
O=C(NC1CCCC1)C(c1ccccn1)N(C(=O)c1csnn1)c1ccccc1F (stereo unspecified)	16	-3	5	1.1	4	16	-2	-3	13
CN(C)c1nc(N)nc(/C(C#N)=C/C2CC3C=CC2C3)n1 (stereo unspecified)	-6	0	-2	-2.9	33	8	1	35	37
COc1cc(CNc2nc(C)c([N+](=O)[O-])c(C)c2C#N)cc(OC)c1	25	0	-1	14	4	-18	-5	6	-32
Cc1nn(-c2nc3ccccc3[nH]2)c(N)c1-c1ccc(Cl)cc1	15	-6	-6	2.4	9	46*	5	35	17
CCOC(=O)N1CCN(c2cc(C)nc3nc(C)nn23)CC1	5	-2	-3	-2.0	11	1	2	8	3
Cc1cc(C(F)F)n2nc(C(=O)Nc3ccccc3F)nc2n1	23	0	1	0.8	-4	-7	0	-20	64*
CCn1cc(C(=O)NC2CCCc3c2cnn3-c2cccc(C)c2C)cn1 (stereo unspecified)	10	2	-7	87*	8	0	nt	15	3
